Screening results as filed in PubChem.
miR-122 sensor – blocks miR-122 activity in Huh7 sensor cells | Huh7 miR-122 Renilla luciferase sensor, 48 h; neutral wells = 0, positive control = 100 | 340,000 tested, 0.3% active | activation (reporter increase), % at 12.5 µM;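 active means mean replicate activation score at least 90 and every replicate individually at or above 90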;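 further: higher luciferase means less miR-122 activity so hits act as miR-122 inhibitors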
INS-1E GSIS act – primary screen for activators of insulin secretion dependent on glucose, INS-1E cells, GLuc reporter luminescence; INS-1E GLuc reporter insulin secretion, 2-3 h; activation, % at 16.6 µM; 370,000 tested, 0.61% active;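 active means lowest replicate activation of at least 40%, so every replicate reaches that level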;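 further: 0% = median of neutral control wells and 100% = median of IBMX positive control wells; some compounds called inactive have numbers as strong as hits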
PglD inh – inhibitors of Campylobacter jejuni PglD acetyltransferase | purified PglD enzyme, DTNB colorimetric CoA detection | inhibition, % at 12.5 µM | 360,000 tested, 0.098% active; in the data active means inhibition above about 16%, passing the limit was not always enough; further: strong numbers were not always called active
C2C12 statin – suppressors of simvastatin-induced myotoxicity in C2C12 myotubes; ATP luminescence, 48 h; scaled: DMSO 0, geranylgeraniol control 100; rescue of ATP level, % at 7.49 µM; 330,000 tested, 0.78% active; AID 602340;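 active means mean ATP rescue above about 67%, or every replicate alone reaching that limit, limit read from the data, passing the limit was not always enough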;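 further: myotubes were challenged with 10 µM simvastatin during compound exposure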
FN deposit inh – fibronectin deposition inhibition | AID 743247 | AH1F fibroblasts, Alexa488-fibronectin deposition fluorescence, overnight | inhibition, % at 12.6 µM | 350,000 tested, 0.086% active;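 active means mean inhibition across replicates of 30% or more, regardless of how many single replicates reach that level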;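 further: positive control wells lacked labelled fibronectin entirely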
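Schedule: 1 h cell adhesion before compound, then overnight fibronectin incubation; test system: AH1F fibroblast monolayer depositing Alexa488-labelled fibronectin into matrix; quantity: 10000 AH1F cells per well; probe or stimulus: fluorescent fibronectin at 24 nM final; signal: fluorescence, ex 485 nm, em 525 nm; evaluation: percent inhibition as loss of matrix-bound fibronectin fluorescence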
Cneo AK release – causes C. neoformans cell lysis; AID 651654; 360,000 tested, 0.2% active; adenylate kinase release luminescence, 4 h; normalised: neutral wells 0, clomiphene wells 100; lysis activity, % at 15 µM;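 active means mean lysis activity across replicates of at least 80%, whatever share of replicates individually reach that level; inactive means mean lysis activity below 80%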
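Assay system: Cryptococcus neoformans yeast cells / Dosing: single-point compound dose / Timing: 4 h at 37 °C static, read 1 h later / Measured by: luminescence of released adenylate kinase using an AK detection reagent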
PGC1a acetyl inh – PGC1a acetylation modulation, inhibitor mode. U2OS PGC1a acetylation, AlphaScreen anti-acetyl-lysine; with virally co-expressed GCN5 acetyltransferase. inhibition, % at 15.6 µM. 350,000 tested, 0.17% active. AID 651687;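 active means every replicate shows inhibition of at least 40%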;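 further: 0% = neutral control wells and 100% = positive control wells; some results beyond the cut were filed as inactive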
F508del corr – CFTR F508del correction in bronchial cells | CFBE cells, YFP halide quenching; stimulated with forskolin plus potentiator P3; % fluorescence drop versus neutral controls | activity (quench increase), % at 7.58 µM | 350,000 tested, 0.36% active | AID 720511;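 active means mean added fluorescence quench of at least 8% versus neutral control, with both replicates also reaching 8%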;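 further: cells transiently co-express mutant CFTR-F508del with the halide-sensitive YFP; corrector assay measuring rescue of mutant channel to the surface after 24 h compound exposure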
An asterisk follows results filed as active; / = no result given; & = joins results of further samples; [ ] = remark or other dose. Rows are unselected; 2.1% or so of the library scored in one or more.

SMILES	miR-122 sensor	INS-1E GSIS act	PglD inh	C2C12 statin	FN deposit inh	Cneo AK release	PGC1a acetyl inh	F508del corr
COc1cc(NC(=S)NCC2CCCO2)c(OC)cc1Cl (stereo not drawn)	4	6	5	-6	/	0	-2	/
CC1(C)CC(=O)C(C2NCCc3ccccc32)=C(O)C1 (stereo not drawn)	-4	/	4	/	/	-7	2	/
CCOc1ccc(N2C(=O)CC(N3CCN(c4ccc([N+](=O)[O-])cc4)CC3)C2=O)cc1 (stereo not drawn)	3	8	5	-5	-2	-3	3	-1.7
CCC(=O)N1C[C@H]2[C@@H](c3ccccc31)[C@@H](CO)N2C(=O)Nc1ccccc1	33[16.7 µM]	-8	1	-15	/	45	4	0.3
Cc1ccc(CN2CCN(c3ccccc3Cl)CC2)o1	/	-5	-4	/	-18	-2	16	-0.8
COc1ccccc1CN1C[C@@H]2N[C@H](C1)C2c1ccc(-c2ccncc2)cc1 (stereo partly drawn)	/	3&0	/	/	3&4	/	0&2	-0.6&0.2
O=C1CC(NCc2ccc3c(c2)OCO3)C(=O)N1Cc1ccc2c(c1)OCO2 (stereo not drawn)	-6	/	-8	5	5	-4	-1	/
Cc1noc(C)c1S(=O)(=O)Nc1ccc2c(c1)CC(=O)N([C@@H](C)CO)C[C@@H](C)[C@@H](CN(C)C(=O)Nc1cccc3ccccc13)O2	1[16.7 µM]	-3	2	-16	-4	54	5	-2.8
COC(=O)c1ccc(NC(=O)C2CCCCC2C(=O)O)cc1 (stereo not drawn)	-6	/	-2	11	-2	-2	-12	/
COc1ccc(OC)c(NC(=O)C(=O)c2cn(CC(=O)N3CCCC3)c3ccccc23)c1	-5	/	1	11	14	6	/	-0.2
Cc1cc(OCc2cn(CC(=O)c3ccc(O)cc3)nn2)ccc1[N+](=O)[O-]	-11	-17	-2	3	/	1	1	-0.1
Cc1ccc(CCNC(=O)C2CCN(S(=O)(=O)c3cccc4cccnc34)CC2)cc1	-1	-10	-5	24	-9	-1	3	-0.1
O=S(=O)(NCC1(N2CCOCC2)CCCCC1)c1ccc(F)c(F)c1F	/	30	-4	-4	-8	0	/	2.0
C[C@@H]1CN([C@H](C)CO)S(=O)(=O)c2ccc(C#Cc3ccc(F)cc3)cc2O[C@@H]1CN(C)C(=O)NC1CCCC1	3[16.7 µM]	-16	1	34	2	1	20	1.7
CCOc1ccc(NC(=O)CN(C)CC(=O)Nc2ccc(Br)cc2F)cc1OCC	3	-18	/	9	-2	/	-12	-3.3
COC(=O)c1cc(CNC(=O)c2cccc(Cl)c2)ccc1OC	-1	-3	4	/	2	0	1	1.0
COc1ccccc1CNC(=O)C1CCN(S(=O)(=O)c2cccc3nonc23)CC1	-2	1	1	11	5	0	/	1.6
CC[C@]12c3[nH]c4cc(-c5ccco5)ccc4c3CCN1C(=O)[C@@H](CC(=O)NCCC1=CCCCC1)C[C@@H]2C(=O)N1CCN(C(=O)c2ccco2)CC1	-17	/	6	-1	/	3	-13	/
CN(C(=O)c1cccc(NC(=O)Cc2cccc(NC(=O)C3CCCN(C(=O)C4CCCC4)C3)c2)c1)C1CCC1 (stereo not drawn)	-7	1	2	-18	11	1	-2	0.0
COc1ccc(S(=O)(=O)NCC(=O)N(CC(=O)NCC2CCCO2)c2c(C)cccc2C)cc1 (stereo not drawn)	3	/	-1	0	/	-2	1	/
Cc1ccc2c(c1)OC(=O)CC2c1ccccc1 (stereo not drawn)	4	/	1	/	3	2	6	/
CN1C(=O)c2cc(NS(C)(=O)=O)ccc2OC[C@@H]2O[C@H](CC(=O)NCc3ccccc3)CC[C@H]21	-1[16.7 µM]	-1	4	6	-10	-4	2	1.8
O=C(Cn1cncn1)c1ccccc1	13	18	-4	/	11	0	-1	-2.0
CCCCCCn1c(N(CC)CC)nc2c1c(=O)[nH]c(=O)n2C	/	62*	2	30	/	-1	/	/
O=C(CCCN1C(=O)/C(=C\c2cccs2)SC1=S)Nc1ccc(O)cc1	-1	2	/	8	4	/	-8	-2.1

Reprinted from the part before: 2 compounds, followed by the next part.
SMILES	miR-122 sensor	INS-1E GSIS act	PglD inh	C2C12 statin	FN deposit inh	Cneo AK release	PGC1a acetyl inh	F508del corr
CCCCCCn1c(N(CC)CC)nc2c1c(=O)[nH]c(=O)n2C	/	62*	2	30	/	-1	/	/
O=C(CCCN1C(=O)/C(=C\c2cccs2)SC1=S)Nc1ccc(O)cc1	-1	2	/	8	4	/	-8	-2.1
O=C(Cc1ccccc1)N[C@@H]1CC[C@@H](CC(=O)N2CCOCC2)O[C@H]1CO	/	14	1	5	-7	-5	5	0.0
O=C(CSc1nnc(CNc2ccc(F)cc2)n1Cc1ccccc1)NCc1ccco1	-1	/	-4	1	-6	1	2	/
Cc1ccc(S(=O)(=O)Nc2ccc3c(c2)CC(=O)N([C@H](C)CO)C[C@@H](C)[C@H](CN(C)Cc2ccncc2)O3)cc1	-2[16.7 µM]	28	-2	9	/	-1	5	-0.8
CCSCCOC(=O)C1=C(C)NC(=O)NC1c1cccc(OC)c1OC (stereo not drawn)	/	-4	-6	-21	/	0	2	0.4
N#Cc1cccc(CN2CCCN(Cc3ccc(F)cc3)S2(=O)=O)c1	8	-29	0	0	-5	3	10	1.2
CC(C)Cc1nnc(NC(=O)Cc2ccccc2[N+](=O)[O-])s1	126*	1	-5	-3	2	5	/	-0.7
CCCCC[C@H](O)/C=C/[C@@H]1[C@@H](C/C=C\CCCC(=O)OC)[C@@H](O)C[C@H]1O	0	/	-2	2	8	1	-14	/
CN/C(=C/[N+](=O)[O-])NCCSCc1ccc(CN(C)C)o1	-3	/	3	-1	-1	0	-6	2.8
CC(C)(C(=O)N1CCC1(C)C(=O)NS(=O)(=O)c1cccc(F)c1)c1ccccc1 (stereo not drawn)	8	/	-1	0	-4	-1	-3	-3.5
Cc1noc(C)c1S(=O)(=O)Nc1ccc2c(c1)C(=O)N([C@H](C)CO)C[C@@H](C)[C@H](CN(C)S(=O)(=O)c1ccc(Cl)cc1)OCCCC[C@@H](C)O2	-15[16.7 µM]	-2	1	64	-4	-2	/	1.0
C[C@@H]1CN([C@H](C)CO)C(=O)c2cc(N(C)C)ccc2O[C@H]1CN(C)Cc1ccc(C(=O)O)cc1	3[16.7 µM]	23	-3	11	/	1	6	1.0
Cc1[nH]c(=O)[nH]c(=O)c1S(=O)(=O)N1CCCC(C(=O)NCCc2ccc(Cl)cc2)C1 (stereo not drawn)	-9	/	1	-5	/	0	-4	/
COCC(=O)Nc1ccc2c(c1)C(=O)N(C)[C@@H]1CC[C@H](CC(=O)NC3CCCC3)O[C@@H]1CO2	-17[16.7 µM]	1	-2	-5	-12	-1	-3	-2.5
O=C(c1ccc(O)cc1)c1ccc(Cl)cc1	-3	/	-4	/	/	-5	-8	/
CCc1cc(C(=O)N2CCCC(C(=O)c3ccc(Oc4ccccc4)cc3)C2)n(C)n1 (stereo not drawn)	6	-39	0	23	-7	-3	-7	1.0
Cc1ccc(NC(=O)C2CCC(CNC(=O)[C@@H]3Cc4ccccc4CN3)CC2)c(C)c1 (stereo partly drawn)	-7	23	-4	-25	-2	-2	9	-1.3
CCC/C(=N\NC(=O)CCC(=O)NCc1ccccc1)c1ccccc1	-3	-12	/	-7	5	/	16	-1.2
O=C(NNC(=O)c1cccs1)Nc1cccc(Cl)c1	12	29	8	-14	13	16	6	/
COc1ccc(CCNC(=O)CCC(=O)n2ncc3ccc(Cl)cc32)cc1OC	8	/	3	1	10	-1	-8	4.1
Cc1ccnc(NS(=O)(=O)c2ccc(NC(=O)C3C4C=CC(C4)C3C(=O)O)cc2)n1 (stereo not drawn)	-2	6	/	/	-4	/	/	-1.1
CCn1c(=NC(=O)CS(=O)(=O)c2ccc(F)cc2)sc2cccc(OC)c21	-12	-2	-1	-25	-1	-4	-1	0.0
Cn1cc(C(=O)C(=O)NC2CCCCC2)c2ccccc21	4	-7	-4	/	/	1	6	-0.4
CC(OC(=O)c1ccc(NS(=O)(=O)c2ccc3[nH]c(=O)[nH]c3c2)cc1)C(=O)Nc1ccc(Cl)cc1 (stereo not drawn)	2	-13	/	/	-6	/	-20	-2.6
COc1cccc(Nc2nnc(SCC(=O)Nc3sccc3C(N)=O)s2)c1	-4	-1	/	-11	3	/	/	2.5
COc1cccc(CNc2nc3cc(C(C)=C(C)C)sc3c(=O)n2C)c1	-10	-9	5	3	4	4	/	-1.9

Some of the entries above, reformatted:
smiles | miR-122 sensor | INS-1E GSIS act | PglD inh | C2C12 statin | FN deposit inh | Cneo AK release | PGC1a acetyl inh | F508del corr
CCCCC[C@H](O)/C=C/[C@@H]1[C@@H](C/C=C\CCCC(=O)OC)[C@@H](O)C[C@H]1O | 0 | / | -2 | 2 | 8 | 1 | -14 | /
COc1cccc(Nc2nnc(SCC(=O)Nc3sccc3C(N)=O)s2)c1 | -4 | -1 | / | -11 | 3 | / | / | 2.5

Further records
SMILES	miR-122 sensor	INS-1E GSIS act	PglD inh	C2C12 statin	FN deposit inh	Cneo AK release	PGC1a acetyl inh	F508del corr
Cc1noc(C)c1NC(=O)N(C)C[C@@H]1Oc2cc(C#CCC3CCCC3)ccc2S(=O)(=O)N([C@H](C)CO)C[C@@H]1C	-14[16.7 µM]	-13	-3	21	-32	-3	1	0.8
CCc1ccc(NC(=O)C(=O)NCCOc2ccccc2Cl)cc1	1	0	0	-5	-3	0	3	2.4
O=C1CCC(c2ccccc2)(c2ccccc2)CC1	/	2	-3	-1	0	0	/	-4.1
COCCNC(=O)C1CCCN(C(=O)c2cc(C(C)(C)C)nn2C)CC1 (stereo not drawn)	-5	12	-1	-2	-5	-1	0	-0.1
C=CC[C@@H](CC(=O)OC(C)(C)C)C(=O)OC[C@H]1CCCN1C(=O)[C@@H](CC=C)CC(=O)N(CCO)Cc1ccccc1	-7	-17	-5	-1	5	-1	-11	-1.9
CCc1nc2c(OCCc3cccc(OC)c3)cccn2c1N(C)C(=O)c1cccs1	2	-29	2	-16	/	10	-1	1.6
CN(C)C(=O)[C@@H]1[C@@H](CO)[C@@H]2Cn3c(ccc(C4=CCCC4)c3=O)[C@H]1N2CC1CCOCC1	/	-1	3	-6	/	-1	/	/
CO[C@@H]1CN(C)C(=O)c2cc(NC(=O)C3CCOCC3)ccc2OC[C@H](C)N(C(C)=O)C[C@H]1C	-6[16.7 µM]	8	12	-9	-7	-2	-8	-1.6
CCc1ccc(NC(=O)CC2NCCNC2=O)cc1 (stereo not drawn)	-3	/	-5	4	/	0	8	-0.6
C[C@@H]1CN([C@H](C)CO)C(=O)c2cc(NC(=O)c3ccncc3)ccc2O[C@@H]1CN(C)Cc1ccc(Cl)c(Cl)c1	15[16.7 µM]	4	5	24	-16	-1	-6	-3.1
CNC[C@@H]1Oc2cc(C#Cc3cccc(OC)c3)ccc2S(=O)(=O)N([C@@H](C)CO)C[C@@H]1C	-49[16.7 µM]	30	-6	/	/	-2	-35	-0.4
Cc1cccc(NC(=O)CCn2ccnc2C)c1	6	/	1	24	/	0	-61	/
COc1cccc(CN(C)CC(=O)NCc2ccc(C)cc2)c1	-3	15	0	14	-4	-2	-9	1.8
N#Cc1nc(COc2ccc(Br)cc2)oc1NCCCn1ccnc1	-8	/	5	0	/	1	2	/
COc1ccc(CN2CCN(C(=O)c3ccc(F)cc3)CC2)c(OC)c1	-4	0	-11	5	0	0	/	0.1
O=C(CCc1nnc(Cc2ccc3c(c2)OCO3)o1)NC(c1ccccn1)C(F)(F)F (stereo not drawn)	/	-3	5	/	7	2	/	1.8
